Screens (PubChem)
Redox H2O2 prof: compounds producing H2O2 with reducing agent – biochemical, NIH compound library profiling, artefact control for MLSCN library redox annotation, primary screen; activation, % at 10 µM; AID 878, 2007; 200,000 compounds, 0.03% hits; DTT-dependent redox cycling H2O2, phenol red/HRP absorbance; 100% = 100 µM peroxide control, 0% = buffer;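 active means activation of at least 50% relative to the plate's high and low controls in the primary single-dose screen; inactive means activation below 50%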;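 further: compound incubated with DTT at 0.8 mM final as the reducing agent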
RAM inhibit: inhibitors of the yeast RAM network, primary screen, dse1pr::URA3 reporter, 5-FOA selection; S. cerevisiae dse1pr::URA3 reporter, 5-FOA growth OD615, 2 d; analog-sensitive cbk1-as2 kinase mutant strain; inhibition, % at 50 µM; 190,000 compounds, 1.8% hits;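 active means inhibition above a set limit, 3 SD over mean compound inhibition, cut at about 8.4% in these data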;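 further: 0% = DMSO-only wells with no growth and 100% = 10 µM 1-NA-PP1 full growth; inhibition rescues growth on 5-FOA so higher OD means more RAM inhibition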
bIAP inhibitor: bovine intestinal alkaline phosphatase inhibitors, primary screen, selectivity assay for TNAP inhibitor project, biochemical, bovine IAP, CDP-star luminescence. alkaline phosphatase, intestinal [Bos taurus]. purified bovine IAP, 30 min. inhibition, % at 20 µM. 190,000 tested, under 10 active;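 active means over 50% inhibition of intestinal alkaline phosphatase at 20 µM in the single-dose screen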
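Incubation: 30 min reaction at room temperature / Material: purified bovine intestinal alkaline phosphatase (IAP) enzyme / Input: enzyme at 1/65,000,000 dilution / Dosing: 20 µM single dose / Signal: CDP-star luminescence signal / Reagent: CDP-star chemiluminescent phosphatase substrate, 30 µM final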
ROMK primary: ROMK potassium channel modulators, primary screen, cell-based, thallium flux, MLSMR library; ATP-sensitive inward rectifier potassium channel 1 (Homo sapiens), P48048; Tet-inducible ROMK, thallium flux fluorescence; actives lie on both sides; B-score at 10 µM; 130,000 compounds, 2% hits; AID 1918, 2009;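 active means signal ratio slope over the read window, or its plate-corrected B-score, at least 3 SD from the plate mean, either direction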;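 further: B-score of the F/F0 ratio slope over 7 to 12 s after thallium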
Target sequence (P48048 whole entry, looked up): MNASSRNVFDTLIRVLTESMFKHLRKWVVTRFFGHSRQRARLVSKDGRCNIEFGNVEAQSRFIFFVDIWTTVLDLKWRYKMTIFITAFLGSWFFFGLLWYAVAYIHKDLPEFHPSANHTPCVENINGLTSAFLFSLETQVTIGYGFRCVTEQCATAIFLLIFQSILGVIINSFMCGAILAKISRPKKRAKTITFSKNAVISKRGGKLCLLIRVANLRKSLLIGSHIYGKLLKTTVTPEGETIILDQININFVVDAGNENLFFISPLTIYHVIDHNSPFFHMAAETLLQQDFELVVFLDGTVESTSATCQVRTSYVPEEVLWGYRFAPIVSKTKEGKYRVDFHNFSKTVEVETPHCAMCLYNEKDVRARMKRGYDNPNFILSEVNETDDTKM
PPARg SRC2 recr: agonists of PPARg-SRC-2 recruitment, primary screen, biochemical, HTS. Peroxisome proliferator-activated receptor gamma (Homo sapiens), P37231. PPARgamma LBD-SRC-2 recruitment. activation, % at 8 µM. 200,000 compounds, 0.34% hits; in the data active means activation above about 22%;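 further: 0% = vehicle and 100% = reference agonist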
Target sequence (P37231 whole entry, looked up, the tested form may be a part): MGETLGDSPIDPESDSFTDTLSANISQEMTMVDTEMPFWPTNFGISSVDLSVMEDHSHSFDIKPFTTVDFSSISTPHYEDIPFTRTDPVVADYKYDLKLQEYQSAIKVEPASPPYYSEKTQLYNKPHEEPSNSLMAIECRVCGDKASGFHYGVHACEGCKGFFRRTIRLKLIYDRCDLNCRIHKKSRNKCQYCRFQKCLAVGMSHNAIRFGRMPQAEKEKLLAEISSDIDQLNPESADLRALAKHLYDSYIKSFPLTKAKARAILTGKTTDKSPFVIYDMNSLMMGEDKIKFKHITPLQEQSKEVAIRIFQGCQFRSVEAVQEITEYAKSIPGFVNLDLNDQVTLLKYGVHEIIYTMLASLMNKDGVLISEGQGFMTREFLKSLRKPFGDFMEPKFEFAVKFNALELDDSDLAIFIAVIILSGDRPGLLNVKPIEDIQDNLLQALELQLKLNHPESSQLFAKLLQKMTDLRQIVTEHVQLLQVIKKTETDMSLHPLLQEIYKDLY
S1P3 antagonist: S1P3 receptor antagonists, primary screen, cell-based; Sphingosine 1-phosphate receptor 3 (Homo sapiens), Q99500; CHO S1P3 NFAT-BLA reporter, FRET fluorescence, antagonist mode; inhibition, % at 4.98 µM; 170,000 compounds, 0.27% hits; AID 485, 2006;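 active means inhibition above the plate cutoff, the mean inhibition of test wells on that plate plus 3 SD, cut at about 28% in these data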;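 further: cells challenged with S1P at its EC80 of 0.8 µM; blue over green emission ratio from cleaved BLA substrate after 4 h stimulation; 0% = S1P-stimulated wells and 100% = unstimulated DMSO-only wells; some compounds past the cut are filed as inactive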
Efa HMGR inh: inhibitors of E. faecalis class II HMGR, primary screen, biochemical, Enterococcus faecalis; HMG-CoA reductase (Enterococcus faecalis, mvaE); purified E. faecalis HMGR, NADPH absorbance 340 nm kinetic; inhibition, % at 10 µM; 190,000 compounds, 0.41% hits; AID 1066, 2008;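 active means inhibition above a set limit, the median over all tested compounds plus 3 SD, cut at about 9.5% in these data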;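 further: enzyme runs in reverse so mevalonate oxidation gives rising NADPH absorbance; 0% = complete reaction with DMSO and 100% = background rate lacking mevalonate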
TR-FRET SRC-2 ct: TR-FRET signal artefacts, primary screen, artefact control for PPARgamma SRC-2 agonist project, biochemical; TR-FRET artefact counter-screen; stronger effect = higher value; TR-FRET ratio at 8 µM; 200,000 compounds, 0.4% hits; AID 1049, 2008; in the data active means TR-FRET ratio above about 2000; further: inactives centre near 1500
Lmaj promast: Leishmania major promastigote growth inhibition, primary screen; Leishmania major promastigotes, resazurin fluorescence viability; inhibition, % at 10 µM; 200,000 compounds, 9% hits; AID 1063, 2008; in the data active means inhibition above about 50%;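 further: promastigotes grown with compound for 44 hours at 28 °C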
PPARg SRC-1 ag: PPARgamma agonists recruiting SRC-1 coactivator, primary screen, biochemical; Peroxisome proliferator-activated receptor gamma (Homo sapiens), P37231; PPARgamma-SRC-1 coactivator recruitment biochemical assay; activation, % at 8 µM; 200,000 compounds, 0.41% hits; in the data active means activation above about 19%;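 further: 0% = DMSO and 100% = reference agonist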
PPARg SRC3 recr: PPARgamma agonists recruiting SRC-3 coactivator, primary screen, biochemical. Peroxisome proliferator-activated receptor gamma (Homo sapiens), P37231. biochemical PPARgamma/SRC-3 coactivator recruitment assay. AID 731, 2007. activation, % at 8 µM. 200,000 compounds, 0.26% hits; in the data active means activation above about 23%;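 further: 0% = DMSO and 100% = reference agonist; some compounds past the cut are filed as inactive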
An asterisk follows results filed as active; · = not tested or not shown.

mol	Redox H2O2 prof	RAM inhibit	bIAP inhibitor	ROMK primary	PPARg SRC2 recr	S1P3 antagonist	Efa HMGR inh	TR-FRET SRC-2 ct	Lmaj promast	PPARg SRC-1 ag	PPARg SRC3 recr
CN(C(=O)CSc1nc(-c2ccc(F)cc2)cs1)C1CCS(=O)(=O)C1 (stereo not drawn)	-0.7	5.4	5.4	·	4.2	11.3	-2.9	1421	-1.0	-6.0	-10.1
COc1ccc(OC)c(CN2CCN(C(=O)c3cccc4ccccc34)CC2)c1	2.5	2.8	-21.9	·	-2.5	-11.1	-9.1	1416	25.0	2.5	-4.1
Cc1cc(SCC(=O)OCC(=O)NCc2ccc3c(c2)OCO3)c(C)cc1Br	-0.6	11.2*	5.7	0.749	-2.7	-6.5	-8.2	1477	-4.2	-1.3	0.0
CCOc1ccc(NC(N)=O)cc1OCC	-0.1	0.8	2.7	0.453	6.1	·	-2.8	1565	-2.5	-3.2	-5.1
O=C1c2cccc3c([N+](=O)[O-])ccc(c23)C(=O)N1Cc1cccnc1	-0.1	-0.8	-1.2	-2.67	0.9	7.0	1.0	1486	99.9*	6.4	0.8
CN(CC(=O)N1CCc2ccccc21)S(=O)(=O)c1ccc(Cl)cc1	1.2	4.9	13.0	·	-1.9	8.2	-3.0	1370	-4.5	6.8	-10.3
CC(=O)NC(O)C(=O)c1ccccc1 (stereo not drawn)	0.1	-0.1	7.2	0.865	-2.5	-1.1	-5.3	1425	-1.6	-7.7	-2.6
CC1CCN(C(=O)C2CCN(CC(C)c3ccccc3)CC2)CC1 (stereo not drawn)	0.4	-0.4	25.2	-0.439	1.5	·	-4.3	1329	9.8	-4.4	-25.5
CC(C)(C#N)Nc1ccccc1	0.0	1.8	-2.4	0.391	-4.5	-19.7	-3.8	1393	-5.4	-7.5	-3.9
CCn1nc(C)c(CN2CCN(Cc3cccc(OC)c3)C(CCO)C2)c1C (stereo not drawn)	-0.3	0.5	6.6	0.269	-10.2	-16.5	-1.8	1550	-1.3	-2.1	-2.9
CSc1nnc(-c2ccc(F)cc2)o1	4.4	0.1	3.3	·	2.1	-23.7	4.0	1369	-7.0	2.9	7.2
CC1(C)C(=O)OC(/C=C\c2cccc([N+](=O)[O-])c2)C(C)(C)C1=O (stereo not drawn)	-3.1	2.0	4.9	0.34	-5.8	-24.1	-1.1	1386	0.8	-5.4	-1.2
COC(=O)c1ccc(OCCOc2ccc(C(=O)OC)cc2)cc1	0.1	1.6	8.0	0.343	-0.8	·	-6.7	1387	-0.6	1.2	5.1
O=C(CCc1ccccc1)Nc1ccncc1	0.0	-1.0	11.7	·	3.4	14.5	0.2	1507	-4.9	-7.8	14.4
CCc1cccc(OCC(=O)Nc2ccc(S(=O)(=O)Nc3ccccn3)cc2)c1	0.0	4.9	5.2	0.0411	-0.4	-9.5	1.3	1550	-5.4	4.8	-3.5
COc1cc2c(cc1OC)C(C(=O)Nc1ccccn1)C(c1cccnc1)N(C)C2=O (stereo not drawn)	-0.5	0.5	3.3	0.0373	2.0	·	-4.2	1477	-3.3	-5.7	-3.2
CCOc1ccccc1-c1nn2c(Cc3ccccc3)nnc2s1	-0.5	3.4	-5.1	·	6.8	36.2	0.5	1623	-2.8	5.2	-1.4
CCOC(=O)C(=O)Nc1ccc(Oc2ccccc2)cc1	-0.4	1.9	3.6	-0.432	-0.1	-8.7	1.9	1616	-7.2	2.6	6.9
O=C(Nc1ccc(Br)cc1Cl)NC1CC1	-0.9	2.3	16.5	-0.0261	-0.2	-15.8	-3.7	1556	4.5	1.1	-0.9
Cc1cc(C)n2nc(SCC(N)=O)nc2n1	-0.2	-0.2	-2.4	0.406	-6.6	0.2	-4.3	1607	4.1	5.9	-4.6
CCOC(=O)c1nonc1NC(C)=O	1.6	0.7	3.1	·	-3.6	·	-2.0	1530	-3.9	0.3	7.1
Cc1[nH]n(-c2nc(-c3ccc(Cl)cc3)cs2)c(=O)c1N=Nc1ccc(O)cc1	-0.7	9.8*	9.7	0.719	2.1	-28.3	-3.1	1518	71.5*	1.3	-5.1
O=C(OCCN1CCN(c2ncc(C(F)(F)F)cc2Cl)CC1)c1ccc(Cl)cc1	2.3	-1.3	4.4	·	-7.6	·	-4.0	1465	-7.1	-9.8	-4.0
CC(C)NC(=O)Cn1c(SCC(=O)N2CCCCCC2)nc2ccccc21	-0.7	1.2	-15.4	0.0576	5.4	-24.3	1.5	1781	11.1	1.1	4.4
Cc1ccc(N/N=C(\C#N)C(N)=S)c(C)c1	0.2	-0.7	-8.5	0.181	7.6	3.3	7.2	1719	19.5	0.5	-0.4
Cc1ccc2cc(S(=O)(=O)NCCCC(=O)O)ccc2c1	0.5	2.7	5.0	1.31	-7.3	-16.4	-3.3	1431	-6.2	-8.9	3.9
CCSc1nnc(NC(=O)C2(C)Cc3ccccc3C(=O)O2)s1 (stereo not drawn)	2.4	-1.2	6.0	·	-7.5	-8.4	-3.7	1478	-10.4	-2.2	7.4
O=C(COC(=O)C12CC3CC(CC(O)(C3)C1)C2)NC12CC3CC(CC(C3)C1)C2	-1.9	0.4	-8.7	0.811	-3.7	-34.9	-4.6	1589	17.4	-3.0	-3.7
CCOC(=O)c1sc2nc(CSc3nc4ccccc4n3CC)[nH]c(=O)c2c1C	2.8	-0.9	-12.2	·	-8.7	-22.2	-2.9	1365	1.1	-3.3	-11.6
COC(CNS(=O)(=O)c1cccc2nonc12)OC	-1.5	1.6	-3.9	-0.0905	3.1	-23.0	-5.7	1655	-4.4	12.0	1.2
O=C(CCSCc1ccccc1Cl)NC1CCCCC1	-0.3	1.6	-6.8	0	6.8	-12.7	-2.7	1637	-5.7	5.5	6.2
Cc1cccc(NS(=O)(=O)c2cccc3cccnc23)n1	-0.3	-0.5	8.4	·	-4.2	-13.6	-3.9	1537	-3.2	6.3	3.2
O=[N+]([O-])c1ccc(Cl)c2cccnc12	-1.0	-0.7	-1.8	0.061	-2.0	-15.5	-1.4	1512	3.2	2.6	-0.2
CC(C)Cc1nc2n[nH]c(N)c2c2c1COC(C)(C)C2	-0.2	-0.7	15.1	0.108	2.4	·	-1.4	1598	1.7	3.4	8.6
COc1ccc(CCNC2CC(=O)N(CCc3ccc(OC)c(OC)c3)C2=O)cc1 (stereo not drawn)	0.3	1.9	0.9	-0.294	15.8	·	-3.3	1601	-6.7	3.7	8.6
CN1CCN(C(=O)c2cn(-c3ccccc3)nc2-c2cccnc2)CC1	0.3	-0.3	35.1	0.19	-4.0	·	1.7	1364	-0.2	-6.1	-13.1
O=C(N/N=C/c1cc(Cl)ccc1O)c1ccc(Br)cc1	0.5	0.0	7.5	-0.0355	10.1	-5.0	1.1	1582	98.6*	-4.0	-0.9
COc1ccc(Cc2nnc(NS(=O)(=O)Cc3ccccc3)s2)cc1	-0.1	3.8	12.2	1.17	2.8	-26.1	1.4	1815	-1.1	13.4	25.1
NC(=O)c1c(NC(=O)CCCn2cnc([N+](=O)[O-])n2)sc2c1CCCC2	-0.2	0.3	-25.6	-0.0414	4.6	-4.0	0.7	1667	54.5*	7.9	5.5
Cc1ccc(O)c(CCc2ccc(O)cc2)n1	-0.8	3.1	-5.1	0.43	3.3	-16.7	-5.7	1500	-3.3	2.5	1.3

Two entries picked at random from those above:
mol	Redox H2O2 prof	RAM inhibit	bIAP inhibitor	ROMK primary	PPARg SRC2 recr	S1P3 antagonist	Efa HMGR inh	TR-FRET SRC-2 ct	Lmaj promast	PPARg SRC-1 ag	PPARg SRC3 recr
Cc1ccc(O)c(CCc2ccc(O)cc2)n1	-0.8	3.1	-5.1	0.43	3.3	-16.7	-5.7	1500	-3.3	2.5	1.3
COc1ccc(Cc2nnc(NS(=O)(=O)Cc3ccccc3)s2)cc1	-0.1	3.8	12.2	1.17	2.8	-26.1	1.4	1815	-1.1	13.4	25.1

Later entries:
mol	Redox H2O2 prof	RAM inhibit	bIAP inhibitor	ROMK primary	PPARg SRC2 recr	S1P3 antagonist	Efa HMGR inh	TR-FRET SRC-2 ct	Lmaj promast	PPARg SRC-1 ag	PPARg SRC3 recr
Cc1c(NC(=O)c2cc(-c3ccc4c(c3)OCO4)on2)c(=O)n(-c2ccccc2)n1C	-3.0	0.7	10.3	·	-1.9	-4.7	-4.9	1423	3.4	10.5	-0.1
CC(C)CCn1c(O)c(N=Nc2ccccn2)c2ccccc21	-0.2	7.4	-7.5	0.973	-0.4	-6.6	-1.3	1786	69.4*	7.0	7.0
COCC(=O)N(C)C1(c2nnnn2CCOC(=O)Nc2cccc3ccccc23)CCCC1	0.9	1.4	-0.1	·	-7.2	-8.3	-4.9	1652	-0.1	6.0	5.7
C/C(=N\NC(=O)OC(C)(C)C)c1ccccc1Br	-1.0	3.7	-3.9	-0.249	-2.9	-2.3	-0.9	1559	0.2	0.8	0.9
Cc1ccc(-c2nn(-c3ccccc3)cc2C2CC(c3cccs3)=NN2C(=O)CCCC(=O)O)cc1 (stereo not drawn)	0.3	3.2	0.4	·	1.4	·	1.8	1547	-7.0	6.0	10.3
COc1ccc(CNC(=O)CCSCc2ccccc2C)cc1	-0.3	0.1	12.2	0.037	3.8	-4.3	4.2	1631	-10.3	2.3	0.4
COc1ccc(N2CCN(C(=O)CN(C)S(=O)(=O)c3ccc4c(c3)c(=O)n(C)c(=O)n4C)CC2)cc1	5.6	0.8	-1.2	·	-9.6	-10.3	-0.2	1470	15.8	1.8	-1.7
COc1ccc(Nc2cc(C)c3ccccc3n2)cc1	0.1	1.1	31.5	-0.315	-2.8	-7.0	6.4	1594	82.5*	13.4	-2.3
Cc1c(N/C(=N/S(=O)(=O)c2ccc(Cl)cc2)c2ccccc2)c(=O)n(-c2ccccc2)n1C	-0.4	0.4	0.7	-0.497	-2.9	-21.8	-0.2	1617	-6.1	2.3	2.4
O=C(NCc1ccc(F)cc1)C(Cc1ccccc1)NS(=O)(=O)c1cccs1 (stereo not drawn)	0.2	-0.1	8.1	0.0568	-1.7	·	-2.3	1442	99.8*	-1.9	-3.1
CCCCOc1ccc(OC(=O)c2cccnc2)cc1	2.9	0.9	3.7	·	-2.2	8.7	-4.5	1492	-3.5	-8.0	2.5
